Cneo AK release: causes C. neoformans cell lysis; adenylate kinase release luminescence, 4 h; normalised: neutral wells 0, clomiphene wells 100; hit rate 0.2% among 360,000; lysis activity, % at 15 µM; AID 651654;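 active means mean lysis activity across replicates of at least 80%, whatever share of replicates individually reach that level; inactive means mean lysis activity below 80%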
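Material: C. neoformans cells; Schedule: 4 h static compound exposure, 37 °C, read 1 h post-reagent; Measured by: adenylate kinase release luminescence; Read-out: signal increase indicating cell lysis; Controls: Clomiphene as positive lysis control.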
ERp5 inh: inhibitors of human ERp5. Q15084. ERp5 insulin aggregation, absorbance 650 nm, 90 min. inhibition, % at 9.99 µM. hit rate 0.05% among 350,000. AID 651711;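 active means mean replicate inhibition above about 25%, with every replicate also reaching it, limit read from the data, passing the limit was not always enough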
Target sequence (Q15084 whole entry, looked up): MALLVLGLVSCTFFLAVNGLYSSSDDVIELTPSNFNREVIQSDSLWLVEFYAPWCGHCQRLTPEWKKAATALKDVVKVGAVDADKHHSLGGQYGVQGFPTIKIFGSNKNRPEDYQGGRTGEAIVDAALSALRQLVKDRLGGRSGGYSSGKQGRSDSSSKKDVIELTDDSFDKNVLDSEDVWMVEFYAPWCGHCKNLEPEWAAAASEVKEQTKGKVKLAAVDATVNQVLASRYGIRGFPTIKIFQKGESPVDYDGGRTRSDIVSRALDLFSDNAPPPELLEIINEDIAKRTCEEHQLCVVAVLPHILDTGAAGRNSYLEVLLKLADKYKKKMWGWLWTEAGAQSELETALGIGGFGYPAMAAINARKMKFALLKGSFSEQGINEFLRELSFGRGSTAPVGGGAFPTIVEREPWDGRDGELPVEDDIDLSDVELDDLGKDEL
esBAF inh: inhibitors of esBAF chromatin remodeling in mouse ES cells; Bmi1-luciferase knock-in reporter, 24 h; 100% = twice the neutral-well signal; hit rate 2% among 350,000; reporter increase, % at 12.5 µM; in the data active means activation above about 40%;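 further: 0% = median of the plate's neutral control wells and 100% = double that signal; a rise in the Bmi1 reporter signal indicates esBAF inhibition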
SIRT5 block: sirtuin-5 (human) deacylase inhibition; Q9NXA8; Purified SirT5, succinyl-peptide AMC, trypsin-coupled fluorescence; inhibition, % at 15 µM; hit rate 1.1% among 330,000; in the data active means inhibition above about 15%
Target sequence (Q9NXA8 whole entry, looked up): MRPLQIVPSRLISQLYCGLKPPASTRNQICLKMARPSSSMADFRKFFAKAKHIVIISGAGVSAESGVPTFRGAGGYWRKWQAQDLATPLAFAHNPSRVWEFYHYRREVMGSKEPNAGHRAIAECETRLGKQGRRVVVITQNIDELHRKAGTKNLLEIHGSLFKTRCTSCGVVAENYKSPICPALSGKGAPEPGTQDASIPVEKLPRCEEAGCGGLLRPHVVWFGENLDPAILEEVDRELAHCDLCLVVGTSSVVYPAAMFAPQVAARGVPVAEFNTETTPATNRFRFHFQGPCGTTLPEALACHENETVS
miR-122 sensor: inhibitors of miR-122 in Huh7 cells; Huh7 miR-122 Renilla luciferase sensor, 48 h; neutral wells = 0, positive control = 100; activation (reporter increase), % at 12.5 µM; hit rate 0.3% among 340,000;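 active means mean replicate activation score at least 90 and every replicate individually at or above 90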;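 further: higher luciferase means less miR-122 activity so hits act as miR-122 inhibitors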
ARNT TACC3 PPI: disruptors of human ARNT/TACC3 interaction; AlphaScreen His-ARNT PAS-B/GST-TACC3 binding, luminescence; TACC3 fragment carries E629A point mutation; inhibition, % at 9.99 µM; hit rate 0.66% among 390,000; AID 623870;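 active means mean inhibition of replicates at least 50% and at least half of replicates each reaching 50%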;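 further: 0% = complete ARNT plus TACC3 wells and 100% = ARNT alone without TACC3; many hits fall short of the cut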
Statin myotox sup: suppressors of simvastatin-induced myotoxicity in C2C12 myotubes | ATP luminescence, 48 h; scaled: DMSO 0, geranylgeraniol control 100 | rescue of ATP level, % at 7.49 µM | hit rate 0.78% among 330,000 | AID 602340;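 active means mean ATP rescue above about 67%, or every replicate alone reaching that limit, limit read from the data, passing the limit was not always enough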;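 further: myotubes were challenged with 10 µM simvastatin during compound exposure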
Starred values were filed as active, the others as inactive; . = not tested or not shown; [ ] = dose if it differs, or a comment.

The first four compounds, to show the layout:
SMILES | Cneo AK release | ERp5 inh | esBAF inh | SIRT5 block | miR-122 sensor | ARNT TACC3 PPI | Statin myotox sup
CCN1CCN(C(=O)CS(=O)Cc2nc(-c3cccc(C)c3)oc2C)CC1 (configuration not stated) | . | -1 | . | -4 | . | -1 | .
Cc1cc(C)nc(/N=C(\N)Nc2cc([N+](=O)[O-])ccc2C)n1 | -1 | . | . | . | 2 | -1 | .
COC(=O)CCC(C(=O)CN1C(=O)c2ccccc2C1=O)N1C(=O)c2ccccc2C1=O (configuration not stated) | . | -2 | -1 | -1 | 3 | -5 | -9
CS(=O)(=O)N(CC1CCC1)C[C@@H]1N[C@@H](CO)[C@@H]1c1ccccc1 | -1 | . | 11 | . | 0[16.7 µM] | -10 | 14

The list itself, repeating the preview:
SMILES | Cneo AK release | ERp5 inh | esBAF inh | SIRT5 block | miR-122 sensor | ARNT TACC3 PPI | Statin myotox sup
CCN1CCN(C(=O)CS(=O)Cc2nc(-c3cccc(C)c3)oc2C)CC1 (configuration not stated) | . | -1 | . | -4 | . | -1 | .
Cc1cc(C)nc(/N=C(\N)Nc2cc([N+](=O)[O-])ccc2C)n1 | -1 | . | . | . | 2 | -1 | .
COC(=O)CCC(C(=O)CN1C(=O)c2ccccc2C1=O)N1C(=O)c2ccccc2C1=O (configuration not stated) | . | -2 | -1 | -1 | 3 | -5 | -9
CS(=O)(=O)N(CC1CCC1)C[C@@H]1N[C@@H](CO)[C@@H]1c1ccccc1 | -1 | . | 11 | . | 0[16.7 µM] | -10 | 14
O=C(O)C1CC1C(=O)Nc1cc(F)ccc1F (configuration not stated) | . | 1 | -8 | -2 | -1 | -3 | 1
Clc1cccc(CNc2ccn3nc(-c4ccc(OCc5ccccc5)cc4)cc3n2)c1 | -17 | 1 | 17 | . | . | . | 2
COc1ccc(NC(=O)N(C)C[C@H]2Oc3ccc(N(C)C)cc3C(=O)N([C@@H](C)CO)C[C@H]2C)cc1 | -6 | 0 | -3 | 2 | 0[16.7 µM] | . | 14
C[C@H](CO)N1C[C@H](C)[C@H](CN(C)Cc2ccc(F)cc2)Oc2ncc(-c3ccccc3)cc2C1=O | -3 | -2 | -4 | -1 | -2[16.7 µM] | -3 | 22
CCOc1ccc(NC(=O)CCC(=O)NNC(=O)COc2ccccc2C)cc1 | . | 0 | . | -4 | -1 | . | .
COc1cccc(CN2CC(C(=O)NC3CCC(O)CC3)CCC2=O)c1 (configuration not stated) | 1 | -1 | 2 | -3 | 3 | 0 | 1
CN(C)C(=O)c1cccc(-c2cccc(-c3nc(C(=O)N4CCCCC4)cc4c3[C@@H](CCO)N([S@](=O)C(C)(C)C)C4)c2)c1 | -22 | 1 | 1 | . | . | 0 | 3
Cc1cccc(S(=O)(=O)N[C@@H]2CC[C@@H](CCNC(=O)CCN3CCCCC3)O[C@@H]2CO)c1 | -1 | -2 | 6 | 13 | . | -57 | -2
CCOC(=O)c1c(C)n(C)c2ccc(O)c(CN3CCC(C)CC3)c12 | 2 | . | -52 | . | 0 | -2 | -91
CC1CCN(S(=O)(=O)c2ccc(C(=O)NCc3ccc4c(c3)OCO4)cc2)CC1 | 0 | 0 | -3 | -3 | 44 | 5 | 1
CO[C@@H]1CN(C)C(=O)c2cc(NC(=O)Nc3c(C)noc3C)ccc2OC[C@H](C)N(CCC(F)(F)F)C[C@H]1C | -2 | 0 | 2 | -1 | . | -3 | 8
CCCC(=O)Nc1ccc2c(c1)C(=O)N(C)C[C@@H](OC)[C@H](C)CN(Cc1ccncc1)[C@H](C)CO2 | . | . | 1 | . | 1[16.7 µM] | . | -6
COc1cc2c(cc1OC)C(CC(=O)O)N(C(=O)CC1CCCC1)CC2 (configuration not stated) | 6 | -1 | -13 | -3 | 0 | 3 | 5
CCOC(=O)c1cnc(COc2ccccc2Cl)[nH]c1=O | -2 | 5 | 1 | -6 | 1 | -5 | -25
CC(C)CNC(=O)CSc1nnc(-c2ccccn2)n1Cc1ccccc1 | -2 | . | -8 | . | -5 | -2 | 0
O=C(O)CCCn1cc(NC(=O)c2cccc(F)c2)cn1 | . | 7 | . | -2 | . | -14 | .
CCNC(=S)Nc1ccccc1-c1ccccc1 | . | -2 | . | -4 | . | -2 | .
CC(C)NC(=O)N(C)C[C@@H]1Oc2c(NC(=O)NC3CCCCC3)cccc2C(=O)N([C@H](C)CO)C[C@H]1C | 0 | 3 | 0 | -5 | 4[16.7 µM] | -3 | -8
Fc1ccc(CCNC(=S)Nc2ccc(F)c(Cl)c2)cc1 | . | 2 | . | -4 | . | 1 | .
CCC1(c2ccccc2)SC(=O)NC1=O (configuration not stated) | . | -15 | . | 2 | . | -4 | .
C[C@H](CO)N1C[C@H](C)[C@@H](CN(C)Cc2ccc(C(=O)Nc3ccccc3N)cc2)Oc2c(NC(=O)c3nc4ccccc4s3)cccc2C1=O | 3 | 0 | 7 | 8 | 0[16.7 µM] | 26 | -2
COn1c(C)c(C(C)=O)c2c3no[n+]([O-])c3ccc21 | 1 | . | -10 | . | -2 | 0 | -11
NC(=O)c1ccc(OCC(=O)N2CCNC2=O)cc1 | -1 | -4 | -3 | -4 | . | -4 | 5
Cn1cc([N+](=O)[O-])c(C(=O)Nc2nc(-c3ccc(Cl)cc3)cs2)n1 | 2 | . | -47 | . | -2 | . | .
COc1cccc(CNC(=O)C[C@@H]2CC[C@H]3[C@H](COc4ccc(NC(=O)c5cccs5)cc4C(=O)N3C)O2)c1 | -2 | -1 | 13 | 0 | -18[16.7 µM] | -15 | -26
CCOC(=O)c1cc(-c2ccccc2)nc2nc(N(CC)CC)sc12 | 3 | 0 | 0 | -7 | -15 | -14 | 5
O=C(C[C@@H]1C=C[C@H](NC(=O)c2ccncc2)[C@H](CO)O1)NCC1CC1 | -9 | 3 | 1 | -4 | -4[16.7 µM] | 3 | -15
CCC(C)NC(=O)C1CCN(C(=O)c2ccccc2)CC1 (configuration not stated) | 0 | -3 | -3 | 1 | 2 | -14 | 5
C/C(=N\NC(=S)Nc1cccc(C)c1)c1ccco1 | . | -4 | . | 12 | -1 | 13 | .
N#CC(c1ccc(O)cc1)N1CCOCC1 (configuration not stated) | 1 | 5 | 1 | -1 | -5 | -9 | -10
O=C(O)CCC(=O)NCc1c(Cl)cccc1Sc1ccc(Cl)cc1 | 3 | 4 | . | 2 | -2 | . | .
CCCN(C)C[C@H]1Oc2ncc(C#Cc3ccccc3OC)cc2C(=O)N([C@H](C)CO)C[C@H]1C | -1 | 6 | 1 | -2 | -1[16.7 µM] | 12 | 10
COc1cccc(S(=O)(=O)N[C@@H]2CC[C@H](CC(=O)NCc3ccccc3)O[C@@H]2CO)c1 | 2 | -1 | 7 | -1 | . | -10 | 3
CC(C)(O)C#Cc1ccc([C@H]2[C@H](CO)N3CCCCN(C(=O)c4ccc(F)cc4)C[C@@H]23)cc1 | -1 | -5 | . | 4 | 18[16.7 µM] | -9 | .
O=C(CN1CCOCC1)NCC[C@@H]1CC[C@@H](NC(=O)Nc2ccccc2)[C@@H](CO)O1 | 45 | -4 | -3 | 2 | . | -11 | -1
CC(C)NC(=O)N(C)C[C@H]1Oc2ccc(NC(=O)Nc3ccc4c(c3)OCO4)cc2C(=O)N([C@H](C)CO)C[C@H]1C | -4 | -6 | 2 | 1 | -1[16.7 µM] | -2 | 6
Cn1cnc([N+](=O)[O-])c1S(=O)(=O)c1ccc(Cl)cc1 | . | 2 | . | 2 | . | 1 | .
CCN(CC)C(=O)COC(=O)c1ccc(O)cc1 | 1 | . | 1 | . | 7 | -3 | .
CCOc1ccc(Nc2nc(CC(=O)OC)cc(=O)[nH]2)cc1 | -3 | . | . | . | -1 | -1 | .
Cc1cccc(OCCNC(=O)CCc2ccccc2)c1 | 4 | 3 | 2 | 1 | -5 | . | 8
Nc1c(C(=O)Nc2ccc(F)cc2)sc2nc(-c3ccco3)ccc12 | -2 | . | . | . | 10 | 2 | .
O=C(c1ccco1)N(Cc1nc2ccccc2c(=O)[nH]1)C1CCCC1 | 1 | . | 3 | . | -2 | . | 69*
COc1ccc(Cc2nc3ccc(C(=O)N(C)C(C)c4nccs4)cc3o2)cc1 (configuration not stated) | -5 | 1 | 3 | -2 | 6 | -4 | 4
O=C(COC(=O)c1ccc(S(=O)(=O)N2CCCC2)cc1)Nc1ccccc1 | 2 | 1 | -1 | 0 | -5 | 14 | 3
C[C@@H]1CN([C@@H](C)CO)C(=O)c2cc(NC(=O)Nc3ccc(F)cc3)ccc2O[C@H]1CN(C)C(=O)Nc1ccc(F)cc1 | -1 | -2 | -4 | -3 | -3[16.7 µM] | -1 | 2
O=C(C1=NN[C@@H]2C(=O)N(c3cccc(C(F)(F)F)c3)C(=O)[C@H]12)C(c1ccccc1)c1ccccc1 | 7 | . | . | . | -10 | -14 | .

2 entries from above in a different format.
molecule,Cneo AK release,ERp5 inh,esBAF inh,SIRT5 block,miR-122 sensor,ARNT TACC3 PPI,Statin myotox sup
Nc1c(C(=O)Nc2ccc(F)cc2)sc2nc(-c3ccco3)ccc12,-2,.,.,.,10,2,.
O=C(c1ccco1)N(Cc1nc2ccccc2c(=O)[nH]1)C1CCCC1,1,.,3,.,-2,.,69*

(continued)
SMILES | Cneo AK release | ERp5 inh | esBAF inh | SIRT5 block | miR-122 sensor | ARNT TACC3 PPI | Statin myotox sup
FC(F)(F)c1cnc(Nc2ccc(N3CCOCC3)cc2)c(Cl)c1 | -4 | . | . | . | -5 | 6 | .
CCOc1ccc(/C=C(\C#N)C(=O)c2c(C)[nH]c3ccccc23)cc1OC | 2 | -1 | . | 2 | -9 | 3 | .
Cc1cnc(C(=O)Nc2ccc(-n3cnnn3)cc2)cn1 | 0 | . | 14 | . | 1 | -4 | -2
O=C(O)C(Cc1cc2ccccc2[nH]1)N1C(=O)C2CC=C(Cl)CC2C1=O (configuration not stated) | 0 | . | -6 | . | 5 | -4 | -29
O=C(Nc1ccccc1)c1ccccc1Oc1ccc(C(F)(F)F)cc1[N+](=O)[O-] | . | -13 | . | 7 | . | 15 | .
Cc1noc(C)c1NC(=O)N[C@@H]1CC[C@H](CCNC(=O)C2CCOCC2)O[C@H]1CO | -7 | 0 | -1 | 0 | 18[16.7 µM] | 13 | -9
OCc1nc2nc(Cl)c(Cl)nc2[nH]1 | 1 | 0 | 3 | -3 | . | -1 | -1
COc1ccc(N2CCN(c3ccc(S(=O)(=O)N(C(C)C)C(C)C)cn3)CC2)cc1 | 5 | 1 | 9 | -2 | 3 | 0 | -4
CCOCc1c(C(=O)NCC(c2ccco2)N2CCCC2)oc2ccccc12 (configuration not stated) | -1 | 0 | 7 | -6 | 15 | 2 | 4
COc1ccc(-c2ccc(C(=O)Nc3cccc(NS(C)(=O)=O)c3)c3occc23)c(C)c1 | 0 | -1 | 20 | -13 | 6 | . | 19
COc1ccc(-c2cnc3c(c2)C(=O)N([C@H](C)CO)C[C@H](C)[C@H](CN(C)Cc2ccccn2)O3)cc1 | 0 | 4 | 2 | -8 | 14[16.7 µM] | -1 | -2
NC(=O)c1ccsc1NC(=O)COC(=O)c1ccncc1 | 0 | -5 | 1 | -5 | 1 | -6 | 9
COc1ccc2c(c1OC)C(=O)OC2CC(=O)c1ccc(N(C)C)cc1 (configuration not stated) | 1 | . | 3 | . | 1 | -3 | 11
O=C(Nc1nnc(S(=O)(=O)N2CCOCC2)s1)c1ccccc1F | -12 | -4 | 1 | 2 | 6 | -3 | 0
COc1cccc(CN(C)C(=O)c2ccc(S(=O)(=O)Nc3ccccc3C)cc2)c1OC | 0 | 0 | 2 | . | -4 | . | -2
COc1ccc(S(=O)(=O)Nc2ccc3c(c2)CC(=O)N([C@H](C)CO)C[C@@H](C)[C@H](CN(C)C(=O)Nc2ccc(C(F)(F)F)cc2)O3)cc1 | 1 | 8 | 0 | -1 | 7[16.7 µM] | -8 | -31
CC(=O)Nc1cccc(C(=O)OCC(=O)NC2CCCCCCC2)c1 | -2 | 1 | 5 | 0 | 0 | -26 | -5
N#C[C@@H]1[C@@H](c2ccc(-c3ccncc3)cc2)[C@@H](CO)N1C(=O)C1CCOCC1 | 2 | 1 | -3 | -2 | . | 8 | 5
Cc1ccc(OCCC(=O)Nc2ccc(C)c(F)c2)cc1 | 0 | 0 | -10 | -6 | 3 | -12 | 1

Screens as filed in PubChem BioAssay.
